# Screening data (PubChem BioAssay)
# TbPYK inhibitor – T. brucei pyruvate kinase inhibition. AID 624173. Q57TT1. hit rate 0.12% among 410,000. TbPYK enzyme, Kinase-Glo Plus ATP luminescence, 45 min. Potency, µM (doses to about 76.8 µM), for inactives: top-dose activity, negative = inhibition, most hits filed as inhibitors; further: nearly all actives have a fitted effect of over 50% in size
#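 T. brucei PYK with substrate was exposed to pin-transferred compounds across a concentration series, then started with 130 uM ADP (final). After 45 min at room temperature, Kinase-Glo Plus luminescence was read, normalized and curve-fitted.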
# AMA1 RON2 block – disrupts binding of P. falciparum AMA1 to RON2; AID 720542; AlphaScreen AMA1-biotinylated RON2 peptide binding; Potency, µM (doses to about 58.2 µM), for the others: at the highest dose activity change, negative = inhibition, usual class: inhibitors; hit rate 0.2% among 360,000;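 further: 0% = vehicle wells and -100% = peptide control; nearly all actives have a fitted effect of over 45% in size; some results filed as inactive show a strong effect at the top dose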
#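 AMA1 (3D7) with his tag at 25 nM final met compounds first, then biotinylated RON2 peptide at 25 nM; detection used donor plus acceptor beads, 10 µg/mL apiece, read by AlphaScreen after 30 min at room temperature.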
# The depositor's hits bear a star; ? = inconclusive; [ ] = dose if it differs, or a comment. The call rests on the fitted dose curve; in most records, active means well fitted curve in the direction sought with a large enough effect; inconclusive means small, poorly fitted or top-dose-only effect, or another doubt; inactive means no such curve, though single readings can be large; an effect the other way counts as inactive or inconclusive. Unless noted, on the % scale 0 is the no-effect control and ±100 the full control effect; potency means the concentration at half of the fitted maximal effect. Not all compounds are listed, so the mix of outcomes need not match the whole.
SMILES,TbPYK inhibitor,AMA1 RON2 block
C[C@H](O)[C@@H]1C(=O)N2CCc3ccc(N4CCOCC4)cc3[C@@H]2C[C@@H]1N(C)S(=O)(=O)c1ccccc1,-4%,8%
CSc1ncccc1C(=O)Nc1ccc2c(c1)OCCO2,0%,0%
CCOC(=O)c1ccc(N2Cc3ccccc3C2=NC(=O)c2cccc([N+](=O)[O-])c2)cc1,-1%,-10%
Nc1ccn([C@@H]2O[C@H](C(=O)N[C@H](COC=O)Cc3ccccc3)[C@@H](O)[C@H]2O)c(=O)n1,3%,5%
O=S(=O)(NCCCCNS(=O)(=O)c1ccc(F)cc1)c1ccc(F)cc1,1%,6%
Cc1ccc(NC(=O)CSc2nc(N)cc(=O)[nH]2)cc1S(=O)(=O)N1CCCCCC1,5%,22%
COc1ccc(CCN2C(=O)COc3ccccc3C2C(=O)NCc2ccccc2)cc1OC (stereo not given),1%,-5%
Clc1cc(Cl)c2nc(N3CCCC3)sc2c1,-16%,28%
COc1cccc(NC(=O)NCc2ccccc2Cl)c1,6%,-6%
CCCCSc1nc2c([nH]1)c(=O)n(C)c(=S)n2C,-15%,13%
C=CCCC(=O)N1C[C@H]2CON(C)[C@H]2C[C@H]1c1ccc(-n2ccnc2)cc1,2%,0%
O=C(COC(=O)/C=C/c1ccc(Br)o1)Nc1cccc(S(=O)(=O)N2CCOCC2)c1,-5%,12%
CC1(C(=O)NS(=O)(=O)c2ccccc2)CCN1C(=O)C1(c2ccc(Cl)cc2)CC1 (stereo not given),6%,26%
Cc1ccccc1NC(=O)Nc1nnc([C@@H]2C[C@H](O)[C@@H](CO)O2)s1,1%,0%
CC(C)(C)C(=O)C(C(c1ccccc1)N1CCOCC1)N1CCOCC1 (stereo not given),3%,0%
O=C(Cn1cnc2c(NCc3ccccc3)ncnc21)NCCCc1ccccc1,4%,6%
CS(=O)(=O)c1ccc(Nc2nc(C(N)Cc3ccc(C(F)(F)F)cc3)cs2)cc1 (stereo not given),-4%,58%[activator]
COc1cc(NC(=O)COC(=O)CC2CC3CCC2C3)cc(OC)c1 (stereo not given),-5%,7%
Cc1c(N=O)c(-c2ccccc2)n(O)[n+]1[O-],1%,5%
CC1(C(=O)NS(=O)(=O)Cc2cccc(Cl)c2)CCN1C(=O)CC1CCCC1 (stereo not given),0%,-4%
O=C(Cc1ccccc1[N+](=O)[O-])NCC1(c2cccc3c2OCO3)OCCO1,5%,8%
CC1(C(=O)NS(=O)(=O)c2ccc(Cl)cc2)CCN1C(=O)C1(c2ccc(Cl)cc2)CCC1 (stereo not given),-3%,15%
CS(=O)(=O)Nc1ccc2c(c1)[C@H]1C[C@H](CC(=O)NCc3ccccc3)O[C@H](CO)[C@H]1O2,3%,2%
Nc1ncnc2c1CN(Cc1ccccc1)CC2,-8%,-1%
Cc1ccc(CN2CCC2(C)C(=O)NC2CCc3ccccc32)cc1 (stereo not given),6%,-12%
CCc1nc2c(OCc3ccc(C(=O)OC)cc3)cccn2c1N(C)C(=O)c1ccc(OC)cc1,-11%,-3%
CN(C(=O)c1cccc(NC(=O)C2CCN(C(=O)OC(C)(C)C)CC2)c1)C1CCC1,-1%,-9%
O=C(NN=Cc1ccccc1)NN=Cc1ccccc1,-4%,8%
O=C(CCNC(=O)c1ccc([N+](=O)[O-])cc1)Nc1cc(C(F)(F)F)ccc1N1CCOCC1,-3%,-3%
COc1ccc(-c2nnc(SCC(=O)N(C)C3CCS(=O)(=O)C3)n2C(C)C)cc1 (stereo not given),-14%,3%
CCOc1ccccc1NC(=O)C1CCCC1,2%,2%
Cc1cn([C@H]2C[C@H](O)[C@@H](CCC(=O)NCc3ccc(N(C)C)cc3)O2)c(=O)[nH]c1=O,5%,1%
CCCCNC(=O)C[C@@H]1C[C@@]2(C(=O)OC)CCCCC=C2N(CCC2=CCCCC2)C1=O,5%,3%
Cc1ccc(S(=O)(=O)N2CCOCC2)cc1NC(=O)COC(=O)COc1ccc(C#N)cc1,4%,-10%
CC1(C)N=C(N)N=C(N)N1CCCCc1ccccc1,4%,21%
Cc1ccccc1Cn1c(C)c(C(=O)NCCC#N)sc1=O,1%,5%
C[C@H]1CN([C@@H](C)CO)S(=O)(=O)c2ccc(Br)cc2O[C@H]1CN(C)C(=O)NC1CCCCC1,5%,2%
CCOC(=O)c1c(-c2ccccc2)c[nH]c1C,3%,-2%
Cn1cccc1C(=O)OCC(=O)NCCc1ccc(S(N)(=O)=O)cc1,-6%,-12%
Cc1ccc(NC(=O)C2(C)CCN2C(=O)C2(c3ccc(Cl)cc3)CC2)cc1 (stereo not given),4%,-5%
O=C(c1ccc2c(c1)CCC2)N1CCN(Cc2c(F)cccc2Cl)CC1,-5%,-1%
Cc1cc(-c2ccc(NS(=O)(=O)c3ccccc3)c(C)c2)ccc1NS(=O)(=O)c1ccccc1,-7%,2%
CCOC(=O)c1cnc[nH]c1=O,6%,8%
CC(C)C[C@@H](CNCC(=O)[C@H](Cc1c[nH]c2ccccc12)NC(=O)c1[nH]cnc1C(=O)N[C@@H](C)CN)NC(=O)c1nc[nH]c1C(=O)N[C@@H](CC(=O)O)C(=O)O,-8%,56%[activator]
O=c1[nH]cc(S(=O)(=O)N2CCN(c3ccccc3F)CC2)c(=O)[nH]1,1%,-12%
O=C(OCc1ccccc1)N1CCC2CC1c1cc(N3CCN(S(=O)(=O)c4cc(Cl)cc(Cl)c4)CC3)ccc12 (stereo not given),3%,7%
COc1ccc(-c2oc3cc(O)c(OC)c(O)c3c(=O)c2OC)cc1O,-4%,10%
C[C@@H]1CN([C@H](C)CO)C(=O)CCCn2nncc2CO[C@H]1CN(C)C(=O)C1CC1,14%,4%
Cc1cc(C(=O)NCC(=O)Nc2ccc(F)c(F)c2)c(C)o1,-2%,11%
CN(C(=O)Oc1cccc2ccccc12)C1C=CCC1 (stereo not given),7%,-4%
NC(Cc1ccccc1)c1csc(Nc2ccccn2)n1 (stereo not given),1%,90%[activator]
CCOC(=O)N(C)c1c(CC)nc2c(OCc3cccc(Cl)c3)cccn12,-5%,7%
Nc1ccccc1/C=N\N=C/c1ccccc1N,-7%,-1%
CCCCCCn1c(=O)n2n(c1=O)C[C@]1(OC(=O)NCc3ccccc3F)CN(S(=O)(=O)c3ccc(C)cc3)C[C@]1(O)C2,0%,2%
CCOC(=O)C1=CN(Cc2cccc(F)c2)S(=O)(=O)N(CC)C1c1ccc(F)c(Cl)c1 (stereo not given),-1%,0%
O=C(CSc1c2c(nc3ccc(Cl)cc13)CCCC2)N1CCN(C(=O)c2ccco2)CC1,10%,20%
CCCn1c(N)c(C(=O)COC(=O)/C=C/c2ccc(OC(F)F)c(OC)c2)c(=O)[nH]c1=O,0%,-8%
O=C(COC(=O)c1cc2ccccc2cc1O)NCc1ccccc1,2%,-5%
O=C(COC(=O)CNC(=O)c1ccccc1)NCCCc1ccccc1,-4%,0%
COCc1c(C(=O)OCc2nnc(-c3ccc([N+](=O)[O-])cc3)o2)oc2ccccc12,2%,-4%

# More compounds.
SMILES,TbPYK inhibitor,AMA1 RON2 block
CC(C)CC1NC(=O)N(CC(=O)Nc2cc([N+](=O)[O-])ccc2F)C1=O (stereo not given),1%,-4%[11.6 µM]
Cc1cccc(COC[C@H](Cc2ccccc2)N2CCN(C(=O)c3ccc(Cl)c(Cl)c3)CCC2=O)c1,7%,-4%
O=C(NCc1ccncc1)[C@@H]1CCCN1C(=O)[C@H]1CCCN1C(=O)c1cccs1,-2%,-5%
CSc1ncnc2c1ncn2CCCNC1CCN(Cc2ccccc2)CC1,-5%,-4%
CCOC(=O)C1(C)CCCN(C(=O)c2ccc(F)cc2Cl)C1 (stereo not given),0%,-10%
CC(C)(C)OC(=O)C[C@@H]1C/C=C\C[C@@H](CC(=O)N(CCO)Cc2ccccc2)C(=O)NC[C@@H](c2ccccc2)OC1=O,3%,7%
COc1cccc(CN2CCC(C(=O)NC(C)c3cccc4ccccc34)CC2)c1 (stereo not given),0%,1%
C[C@@H]1CCCCO[C@@H](CN(C)S(=O)(=O)c2cn(C)cn2)[C@@H](C)CN([C@H](C)CO)C(=O)c2cc(N(C)C)ccc2O1,-6%,1%
C[C@H]1CN([C@@H](C)CO)C(=O)c2cc(Br)cnc2O[C@H]1CN(C)Cc1ccccc1C(=O)O,7%,-7%
O=C(CC(=O)c1ccccc1)CS(=O)(=O)c1ccccc1,10%,34%[activator]
O=C(CCl)N1c2ccccc2Sc2c1ccc1ccccc21,1%,-12%
O=C(CSc1nnnn1-c1cccc(F)c1)NC1CC1,0%,?
C=C1C(=O)[C@]23C[C@H]1CCC2[C@@]1(C)C(C[C@@H]3O)[C@](C)(C(=O)O)CC[C@@H]1O (stereo not given in full),7%,11%
COCCNC(=O)C1(C)CCCN(C(=O)c2c(F)ccc(C)c2F)C1 (stereo not given),-6%,-4%
O=C(COc1cccnc1[N+](=O)[O-])Nc1c(Cl)cccc1Cl,1%,17%
O=C(O)c1c(Cl)cccc1Nc1ccccc1,-4%,-5%
COc1ccc(NC(=O)C[C@H]2C(=O)N(Cc3ccccc3)C[C@@H]2CSC)cc1,4%,-1%
Cc1cccc(N2CC(C(=O)NC3CCCCCC3)CC2=O)c1C (stereo not given),3%,7%
COC(=O)Cc1ccc(OC2(C)CCN(Cc3ccccc3OC(F)F)C2)cc1 (stereo not given),-3%,-1%
COc1ccccc1Cc1c(C(C)(C)C)nc2ccc(C)cn12,5%,0%
Cc1ccc(C2=CC(c3ccccc3)n3ncnc3N2)cc1 (stereo not given),10%,9%
COc1ccc(-c2nc(S(=O)(=O)c3ccccc3)c(N3CCCC3)o2)cc1,29%,-8%
CCc1ccc(C(O)c2ncc(-c3cccc(C)c3)[nH]2)cc1 (stereo not given),4%,0%
CC1CCCC(NC(=O)CCCCCn2c(=S)[nH]c3ccsc3c2=O)C1C (stereo not given),-30%,159%[activator]
COc1cc(C=C(C#N)C(=O)c2ccccc2)cc(OC)c1OC,-15%,-5%
Cc1ccc(S(=O)(=O)Nc2ccccc2N=Cc2c(F)c(F)c(F)c(F)c2F)cc1,-10%,8%
COc1cccc(C(C)(O)c2nc(-c3ccccc3OC)cs2)c1 (stereo not given),-1%,14%
O=C(CN1c2cccc3cccc(c23)S1(=O)=O)NCc1ccc(F)cc1,1%,38%[activator]
CCCS(=O)(=O)NC(=O)C1(C)CCCN(C(=O)c2ccc(C#N)cc2)C1 (stereo not given),3%,0%
COc1ccc(CN2C[C@@H](CO)O[C@@H](n3cnc4c(NCc5ccncc5)ncnc43)C2)cc1,-2%,-5%

# 14 entries from above, tab-delimited.
structure	TbPYK inhibitor	AMA1 RON2 block
COCCNC(=O)C1(C)CCCN(C(=O)c2c(F)ccc(C)c2F)C1 (stereo not given)	-6%	-4%
O=C(COc1cccnc1[N+](=O)[O-])Nc1c(Cl)cccc1Cl	1%	17%
O=C(O)c1c(Cl)cccc1Nc1ccccc1	-4%	-5%
COc1ccc(NC(=O)C[C@H]2C(=O)N(Cc3ccccc3)C[C@@H]2CSC)cc1	4%	-1%
Cc1cccc(N2CC(C(=O)NC3CCCCCC3)CC2=O)c1C (stereo not given)	3%	7%
COC(=O)Cc1ccc(OC2(C)CCN(Cc3ccccc3OC(F)F)C2)cc1 (stereo not given)	-3%	-1%
COc1ccccc1Cc1c(C(C)(C)C)nc2ccc(C)cn12	5%	0%
Cc1ccc(C2=CC(c3ccccc3)n3ncnc3N2)cc1 (stereo not given)	10%	9%
COc1ccc(-c2nc(S(=O)(=O)c3ccccc3)c(N3CCCC3)o2)cc1	29%	-8%
CCc1ccc(C(O)c2ncc(-c3cccc(C)c3)[nH]2)cc1 (stereo not given)	4%	0%
CC1CCCC(NC(=O)CCCCCn2c(=S)[nH]c3ccsc3c2=O)C1C (stereo not given)	-30%	159%[activator]
COc1cc(C=C(C#N)C(=O)c2ccccc2)cc(OC)c1OC	-15%	-5%
Cc1ccc(S(=O)(=O)Nc2ccccc2N=Cc2c(F)c(F)c(F)c(F)c2F)cc1	-10%	8%
COc1cccc(C(C)(O)c2nc(-c3ccccc3OC)cs2)c1 (stereo not given)	-1%	14%

# (next part)
SMILES,TbPYK inhibitor,AMA1 RON2 block
CC(C)CNc1ncnc2c1ncn2[C@H]1CN(Cc2ccc3c(c2)OCO3)C[C@@H](CO)O1,4%,-14%
CC(C)NC(=O)Nc1ccc2c(c1)C(=O)N([C@H](C)CO)C[C@H](C)[C@@H](CN(C)C(=O)Nc1ccccc1)O2,2%,5%
CCn1c(SCC(=O)NCCc2ccc(OC)c(OC)c2)nc2c([nH]c3ccccc32)c1=O,-4%,0%
CC(=O)Nc1cccc(-c2ccnc3c2CC(C(=O)NCc2cccs2)O3)c1 (stereo not given),6%,-4%
